Source: PubChem BioAssay
rCAG RNA binder – r(CAG) repeat RNA binding; TO-PRO-1 dye displacement fluorescence; inhibition, % at 3 µM; actives 1.3% (n = 370,000);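 active = inhibition above the plate cutoff, the mean of all test compounds on that plate plus 3 SD, cut at about 35% in these data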;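 also: 0% = DMSO alone and 100% = 100 µM mitoxantrone as full dye displacement; higher means more dye released from RNA so lower well fluorescence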
LEDGF integ inh – blocks HIV-1 LEDGF/p75-dependent DNA integration; TR-FRET IN-LEDGF/p75 DNA integration, Eu/Cy5; inhibition, % at 3.7 µM; actives 0.64% (n = 370,000); AID 743269;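 active = inhibition above the screen-wide mean plus 3 SD, cut at about 13% in these data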;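 also: signal is the Cy5 over europium emission ratio at 671 and 618 nm; 0% = plate median of compound wells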
Rev-erbA mod – modulators of human Rev-erb alpha DNA binding | actives 0.79% (n = 370,000) | activity, % at 10 µM | Rev-erbα–FITC-DNA binding, fluorescence polarization, 90 min | P20393;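 active = activity above about 14%, limit read from the data; passing the limit was not always enough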;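 also: 0% = DMSO wells with 35 nM protein and 100% = DMSO wells with 750 nM protein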
TCR-CD3 inh – blocks the human TCR-CD3 interaction. actives 0.37% (n = 360,000). AID 651800. TAMRA-labeled TCR probe fluorescence, biochemical. inhibition, % at 9.4 µM; in the data active = inhibition above about 19%;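 also: recombinant mutant TCR 2C K166C tagged with TAMRA read by polarization; 0% = receptor in buffer alone and 100% = receptor with positive control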
PG9 binder – binds the HIV-1 gp120 antibody PG9; actives 0.43% (n = 360,000); AID 624416; TR-FRET gp120-PG9 antibody binding; inhibition, % at 6.7 µM; in the data active = inhibition above about 8.5%
PRMT1 inh – inhibitors of human PRMT1 | actives 1.3% (n = 370,000) | inhibition, % at 2.79 µM | Q99873 | recombinant PRMT1, activity-based probe fluorescence polarization;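 active = inhibition above about 21% made by adding two undisclosed values, limit read from the data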
TDP2 absorb – blocks human TDP2 phosphodiesterase activity; O95551; AID 720702; recombinant TDP2, T5PNP hydrolysis, p-nitrophenol absorbance 415 nm; inhibition, % at 12.8 µM; actives 0.34% (n = 370,000);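 active = inhibition above the mean of all tested compounds plus 3 SD, set per campaign, cut at about 25% in these data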;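 also: 0% = DMSO with enzyme and 100% = buffer with substrate but no TDP2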
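Read-out basis: percent inhibition. System: recombinant human TDP2. Buffer or medium: Mg2+-containing Tris-HCl buffer, pH 7.5. Repeats: single replicate. Timing: reaction 2 h, 37 °C. Benchmarks: high control without enzyme, low control DMSO plus TDP2. Probe or stimulus: 5 mM T5PNP. Doses: 12.8 µM only. Measured by: epi absorbance of p-nitrophenol freed from T5PNP by hydrolysis.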
SIAE primary – blocks human sialic acid acetylesterase | Q9HAT2 | actives 0.69% (n = 370,000) | inhibition, % at 9.66 µM | SIAE FP-Rh probe binding, fluorescence polarization;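 active = inhibition above a cutoff: mean of compounds within the control limits plus 3 SD of those, cut at about 17% in these data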;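 also: 0% = plate median of compound wells and 100% = probe without SIAE protein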
Target sequence (Q9HAT2 whole entry, looked up): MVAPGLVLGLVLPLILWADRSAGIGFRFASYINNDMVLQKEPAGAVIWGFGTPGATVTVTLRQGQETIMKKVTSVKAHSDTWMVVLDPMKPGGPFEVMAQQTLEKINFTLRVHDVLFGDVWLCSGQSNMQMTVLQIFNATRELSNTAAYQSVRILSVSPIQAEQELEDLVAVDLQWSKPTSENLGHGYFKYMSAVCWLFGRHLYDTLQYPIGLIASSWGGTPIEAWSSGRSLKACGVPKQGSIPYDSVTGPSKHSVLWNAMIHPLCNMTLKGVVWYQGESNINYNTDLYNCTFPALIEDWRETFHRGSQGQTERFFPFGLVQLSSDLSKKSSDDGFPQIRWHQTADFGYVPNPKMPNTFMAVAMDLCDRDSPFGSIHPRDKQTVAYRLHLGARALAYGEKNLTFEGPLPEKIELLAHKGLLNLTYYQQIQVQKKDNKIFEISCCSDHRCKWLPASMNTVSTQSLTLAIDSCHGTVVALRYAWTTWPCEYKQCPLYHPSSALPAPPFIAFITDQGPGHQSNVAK
HTRA1 inhibitor – inhibitors of human serine peptidase HTRA1; recombinant HTRA1, FP-rhodamine activity-based probe, fluorescence polarization; actives 0.5% (n = 340,000); Q92743; inhibition, % at 5.96 µM; in the data active = inhibition above about 36%;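 also: 0% = enzyme with DMSO and 100% = wells lacking enzyme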
Target sequence (Q92743 whole entry, looked up): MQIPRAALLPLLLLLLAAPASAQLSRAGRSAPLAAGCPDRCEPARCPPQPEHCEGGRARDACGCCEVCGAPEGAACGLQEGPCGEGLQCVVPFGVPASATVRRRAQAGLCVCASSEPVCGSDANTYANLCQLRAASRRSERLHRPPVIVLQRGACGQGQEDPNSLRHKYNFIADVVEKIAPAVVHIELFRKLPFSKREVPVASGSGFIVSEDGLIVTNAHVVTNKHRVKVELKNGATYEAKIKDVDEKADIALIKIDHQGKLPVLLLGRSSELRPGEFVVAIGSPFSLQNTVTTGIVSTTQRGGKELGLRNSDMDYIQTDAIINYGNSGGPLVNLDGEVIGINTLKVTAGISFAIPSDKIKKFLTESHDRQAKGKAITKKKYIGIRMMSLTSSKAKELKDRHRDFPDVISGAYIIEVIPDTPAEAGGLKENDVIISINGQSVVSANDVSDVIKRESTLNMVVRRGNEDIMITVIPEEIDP
ABHD4 inh – ABHD4 (mouse) inhibition, primary FP screen; Q8VD66; purified mABHD4, FP-Rh probe fluorescence polarization; inhibition, % at 8.92 µM; actives 0.54% (n = 370,000);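 active = inhibition exceeding the mean over every tested compound plus 3 SD, cut at about 30% in these data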;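 also: 0% = plate median of compound wells and 100% = S159A mutant with DMSO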
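Test system: mABHD4 protein; Read-out basis: % inhibition; Incubation: 45 min + 60 min at 25 °C; Repeats: single replicate; Technique: fluorescence polarization with parallel and perpendicular emission, 525/598 nm; Compound: 8.92 µM, single dose; Benchmarks: full inhibition S159A mutant plus DMSO, zero as sample-well median.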
Active calls of the source: *; / = no result given; + = active, no number; & = joins results of further samples. Some of the compounds tested, so the mix of outcomes need not match the whole.

SMILES	rCAG RNA binder	LEDGF integ inh	Rev-erbA mod	TCR-CD3 inh	PG9 binder	PRMT1 inh	TDP2 absorb	SIAE primary	HTRA1 inhibitor	ABHD4 inh
CC(=O)N(C1=NCCCS1)c1ccccc1Cl	0	-3	-3	7	0.5	-5	7	-4	-3	1
O=c1[nH]c(=O)n(Cc2ccco2)c(O)c1/C=N/N1CCCCCC1	-1	1	3	-3	-1.5	4	0	1	-5	-3
Cc1nonc1OCCNCCNc1ccc([N+](=O)[O-])c2cccnc12	2	-1	-2	2	-2.5	-3	-2	-2	-6	2
COC(=O)C1=C(c2c(C)noc2C)C[C@@H]2CC[C@H]1N2C(=O)NC1CCCCC1	-2	-2	-2	5	-0.7	-1	4	0	2	0
CC12CCC(=O)C=C1C=CC1C2CCC2(C)C(O)CCC12 (stereo not given)	0	-4	-2	-4	0.6	2	-1	0	-5	2
CCCCCn1c(=O)c(C(=O)Nc2ccccc2N)c(O)c2ccccc21	3	7	8	5	0.1	-3	-7	1	10	2
CC(=O)N1N=C2C3CCN(CC3)C2C1c1ccccc1 (stereo not given)	0	0	-4	-5	3.5	0	-1	12	-2	5
O=C1CCN(C(=O)CNC(=O)Cc2ccccc2)CC1	-1	0	-6	8	-0.3	1	-3	12	1	-3
Oc1ccc(C[C@H]2NCCc3cc(O)c(O)cc32)cc1O	2	55*	-1	113*	-1.6	19	-4	16	28	15
CCN1/C(=C/C=C/C2=[N+](CC)c3ccccc3C2(C)C)C(C)(C)c2ccccc21	-76	-1	-34	-83	4.1	156*	-1	+	-288	+
CSC1=NP(=S)(SC)N2CCCC2=C1C#N (stereo not given)	5	4	1	-1	-2.4	-4	-5	-4	-1	-2
COc1ccc(NC2=NC(C)(C)CS2)cc1	-2	-1	-3	3	0.5	7	4	5	3	-2
O=C1NC(=O)C(CCc2ccncc2)(Cc2ccc(OCc3ccccc3)cc2)C(=O)N1	-5	-1	-1	-6	-0.1	0	7	1	4	0
[O-][n+]1onc2c1CCC1N(O)CCC21O (stereo not given)	4	4	1	2	-0.3	0	-12	2	5	-2
CCOC(=O)C1(c2ccccc2)CCN(CC(=O)Nc2cccc3ccccc23)CC1	-2	1	7	1	0.3	5	-15	-10	-24	-12
Brc1ccccc1	0	2	-3	1	1.2	-2	-18	-16	-1	-11
Cc1ccc(N2C(=O)CC(=O)NC2=O)c(C)c1	3	5	1	6	-0.2	0	0	-3	8	-1
CSc1ccc(C(=O)C(C)(C)N2CCOCC2)cc1	-2	-3	2	-6	-1.2	3	-2	-2	0	5
N=Cc1c(O)n(-c2cccc(Cl)c2)c(=O)[nH]c1=O	0	-3	-1	-7	0.1	-3	5	2	3	-2
CC(=NCCCN1CCCCC1)c1c(O)n(Cc2ccccc2)c(=O)[nH]c1=O	-2	0	0	1	-1.9	-1	1	3	2	2
Oc1ccc(Cl)cc1Cc1ccccc1	3	-9	-5&2	-2	1.4	2	-12	5	-20	-22
COc1ccccc1N	2	0	-4	3	1.6	-2	-7	-3	/	7
Cc1ccc(-c2nc(CS(=O)CC(=O)N3CCC4(CC3)OCCO4)c(C)o2)cc1 (stereo not given)	3	2	-1	8	-0.6	4	2	4	14	8
CN1C2CCC1CC(OC(c1ccccc1)c1ccccc1N)C2 (stereo not given)	5	2	5	4	0.0	-6	-5	-2	5	-3
COC(=O)C1=Nc2ccccc2/C1=C\c1c(O)n(-c2ccc(Br)cc2)c(=O)[nH]c1=O	24	5	0	-5	-0.2	5	-15	-13	-13	-16
Continued.
SMILES	rCAG RNA binder	LEDGF integ inh	Rev-erbA mod	TCR-CD3 inh	PG9 binder	PRMT1 inh	TDP2 absorb	SIAE primary	HTRA1 inhibitor	ABHD4 inh
CCCCCOc1ccc(C)cc1CN(CCCl)CCCl	0	5	-5	0	0.7	-3	-8	5	/	-1
C=Cn1ccnc1P(O)(=S)c1nc(C)c(CCOC(C)=O)s1 (stereo not given)	2	3	2	4	0.2	-3	5	-2	1	2
Cc1ccc2c(c1)cc1c(=O)n(CC(=O)N3CCC4(CC3)OCCO4)nc(C)n12	-3	2	3	4	-2.0	-1	-3	1	6	4
Cc1ccc(CN2CCSc3ccc(C(=O)N4CCC5(CC4)OCCO5)cc32)cc1	2	0	-5	-3	0.7	1	-18	3	2	2
O=[N+]([O-])c1ccc(C2[C@H]3C(c4ccccc4)=NC4(CCCC4)N23)cc1 (stereo not given in full)	0	-7	-4	-7	-2.1	4	-5	0	5	2
O=C(CCC(=O)N1CCC2(CC1)OCCO2)Nc1nnc(C(F)(F)F)s1	-1	0	-1	8	-1.2	-2	-10	1	3	-5
CCc1n[nH]c(CCN)n1	2	3	-2	6	-2.3	-5	-9	-4	1	-3
O=C(Nc1ccc(Cl)cc1)N1CC2CC(C1)c1cccc(=O)n1C2 (stereo not given)	2	0	3	5	-0.9	-2	2	1	5	-7
Cc1onc(-c2c(Cl)cccc2Cl)c1/C(N)=N/OC(=O)N(C)C	0	9	-1	8	-3.1	-4	-7	-7	-13	9
O=c1[nH]c(=O)n(Cc2ccco2)c(O)c1C=NCc1cccs1	4	0	-3	-2	-0.1	9	-3	-3	-2	3
CCC(=Nc1cc(OC)ccc1OC)c1c(O)[nH]c(=O)[nH]c1=O	3	3	-3	0	-2.4	13	-8	8	3	13
O=C1C=CC(=O)C2C1C1(Cl)C(Cl)=C(Cl)C2(Cl)C1(Cl)Cl (stereo not given)	8	-6	8	4	0.7	2	4	-20	12	-28
NCCc1c[nH]c2ccc(C(N)=O)cc12	2	6	-2	13	-0.2	-3	-3	-5	1	-3
CCc1ccc(C(=O)C23CN4CN(CN(C4)C2)C3)cc1	-1	3	-1	-4	-1.3	3	-18	4	-7	2
O=P1(c2ccccc2)Nc2ccccc2N1c1ccccc1 (stereo not given)	6	1	2	4	-2.2	2	4	6	19	10
CCN1CCN(S(=O)(=O)c2ccc(Cl)c(C(=O)Nc3ccc(C(=O)N(CC)CC)cc3)c2)CC1	-7	-2	1	-6	-1.3	0	12	5	0	6
Cn1c(O)c(C=NCCN2CCOCC2)c(=O)[nH]c1=S	1	3	4	2	-2.1	-9	-11	6	-1	-1
O=[N+]([O-])c1ccc(N2CCNCC2)cc1NCC1CCCO1 (stereo not given)	5	1	2	-1	-2.2	-1	-3	6	4	-1
OC1CN2CCC(O)C2C(O)C1O (stereo not given)	0	1	-3	8	0.2	-1	4	11	/	-3
CCn1cc(CN2CCCC(C(=O)c3sccc3C)C2)cn1 (stereo not given)	-118	-3	1	2	0.2	-4	0	0	-1	-4
COc1ccc(/C=C/C(=O)NC(=S)N2C[C@H]3C[C@H](C2)c2cccc(=O)n2C3)cc1OC	-2	-4	-3	-1	-2.6	5	-2	6	4	2
Cc1ccc2c(c1)N(CCC(=O)N1CCC3(CC1)OCCO3)C(=O)CO2	-3	-2	-2	4	1.4	0	-4	-1	-1	-6
O=C1/C(=C\c2cccnc2)N2CCC1CC2	-3	-1	1	-7	1.1	0	5	-3	1	-6
c1ccc(CN2CCN(Cc3ccc4ccccc4c3)CC2)cc1	-11	-1	0	-6	-0.1	6	1	0	0	9
c1ccc2c(CCNC3=NCCC3)c[nH]c2c1	2	-3	-1	1	-1.8	-3	1	11	-4	0
The results go on.
SMILES	rCAG RNA binder	LEDGF integ inh	Rev-erbA mod	TCR-CD3 inh	PG9 binder	PRMT1 inh	TDP2 absorb	SIAE primary	HTRA1 inhibitor	ABHD4 inh
O=c1[nH]c2ccccc2n1C1CCN(C(c2nnnn2-c2ccc3c(c2)OCCO3)C2CC2)CC1 (stereo not given)	1	1	-2	1	-1.1	-2	1	2	/	3
O=C(O)c1ccc(N=Cc2c(O)[nH]c(=O)[nH]c2=O)cc1	-2	10	-10	5	-1.2	3	-7	1	-1	-1
CN(C)c1ccc(-[n+]2c(-c3ccccc3)cc(-c3ccccc3)cc2-c2ccccc2)cc1	15	0	1	3	0.7	-2	5	-5	/	10
O=c1[nH]c2ccccc2n1C1CCN(Cc2ccc(-c3nc4ccccc4nc3-c3ccccc3)cc2)CC1	11	-2	7	-2	-1.3	-5	4	-4	/	0
[Cl][Pt+2][Cl].[NH-]C1CCCCC1[NH-] (stereo not given)	1	0	-2	9	-0.9	47*	5	4	6	-2
COC(=O)C1=C(c2cccc(C#N)c2)C[C@@H]2CC[C@H]1N2C(=O)NCCCOC(C)C	-7	2	-5	7	-0.3	-3	-4	-5	3	-2
CC(=O)c1c(C)n(C2CCCCC2)c2ccc(O)cc12	-7	4	-4	0	-1.8	-7	-4	1	4	-1
Cc1nc2c(=O)n(C)c(=O)nc-2n(C)n1	0	-25	-26	-1	-2.3	-2	86*	-5	31	0
COc1ccc(-c2nn(CCC#N)cc2C(=O)O)cc1	-1	-5	-6	0	-0.3	-2	2	-4	5	1
C[C@]12CC[C@H](O)C[C@H]1CC[C@@H]1[C@@H]2CC[C@]2(C)C(=O)CC[C@@H]12	-3	4	4	-4	-2.0	-1	-7	4	1	-7
Cn1c(O)c(C(=Nc2ccc(F)cc2)c2ccccc2Cl)c(=O)n(C)c1=O	-5	1	4	3	-2.4	-1	12	9	-3	2
COc1ccccc1-n1c(-c2cccs2)nc2ccccc2c1=O	-3	3	4	4	-0.8	-5	4	-3	-18	-8
Cc1nc2ccccc2c(=O)n1-c1cc(F)ccc1F	-2	2	0	-1	-0.2	-10	-10	1	-5	1
CSc1ccccc1C(=O)C1CCCN(Cc2ccncc2)C1 (stereo not given)	-3	4	8	2	-0.7	-3	-10	-2	0	-5
CNC(=O)O/N=C/c1nn(C(=O)C(C)(C)C)cc1Br	-3	-2	-4	-4	0.4	-2	10	17*	22	0
COc1ccc(N=Cc2c(O)n(Cc3ccccc3)c(=S)[nH]c2=O)c(OC)c1	3	4	4	-1	-2.9	0	3	1	-4	-2
CCOP(=O)(OCC)c1ccc(OP(=O)(c2cccc([N+](=O)[O-])c2)c2cccc([N+](=O)[O-])c2)cc1	0	6	-7	0	-0.5	-3	15	5	1	1
CSc1ncc(/C=C2/C(=O)NC(=O)N(C3CCCCC3)C2=O)cn1	16	4	5	7	0.8	26*	10	1	-1	11
CCCCC(CC)CNCC(O)c1ccccc1 (stereo not given)	0	2	-1	-3	0.6	4	10	8	-2	10
CSCCC(c1nnnn1C1CCCCC1)N1CCC2(CC1)C(=O)NCN2c1ccccc1 (stereo not given)	3	2	8	6	-0.9	2	4	2	/	4
CCC1CN1P(=O)(Oc1ccc(Cl)cc1)N1CC1CC (stereo not given)	2	-1	4	0	-0.3	1	5	4	-16	0

Fetched by compound from the list above, 4 records:
SMILES	rCAG RNA binder	LEDGF integ inh	Rev-erbA mod	TCR-CD3 inh	PG9 binder	PRMT1 inh	TDP2 absorb	SIAE primary	HTRA1 inhibitor	ABHD4 inh
CCCCC(CC)CNCC(O)c1ccccc1 (stereo not given)	0	2	-1	-3	0.6	4	10	8	-2	10
CSc1ccccc1C(=O)C1CCCN(Cc2ccncc2)C1 (stereo not given)	-3	4	8	2	-0.7	-3	-10	-2	0	-5
Cc1nc2ccccc2c(=O)n1-c1cc(F)ccc1F	-2	2	0	-1	-0.2	-10	-10	1	-5	1
CCC1CN1P(=O)(Oc1ccc(Cl)cc1)N1CC1CC (stereo not given)	2	-1	4	0	-0.3	1	5	4	-16	0
